TEAD-YAP inh – TEAD-YAP interaction inhibition; HEK-TIYL cells, TEAD-Gal4/YAP UAS-luciferase luminescence; inhibition, % at 9.12 µM; 640,000 tested, 1.4% active; AID 1259422; in the data active means inhibition above about 32%;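 further: 0% = median of test compound wells and 100% = reference inhibitor wells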
MITF inh – inhibitors of human MITF; O75030; AID 1259374; 650,000 tested, 0.91% active; inhibition, % at 2.6 µM; AlphaScreen MITF homodimerization, bead proximity signal; in the data active means inhibition above about 50%;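 further: 0% = vehicle wells with protein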
Target sequence (O75030 whole entry, looked up): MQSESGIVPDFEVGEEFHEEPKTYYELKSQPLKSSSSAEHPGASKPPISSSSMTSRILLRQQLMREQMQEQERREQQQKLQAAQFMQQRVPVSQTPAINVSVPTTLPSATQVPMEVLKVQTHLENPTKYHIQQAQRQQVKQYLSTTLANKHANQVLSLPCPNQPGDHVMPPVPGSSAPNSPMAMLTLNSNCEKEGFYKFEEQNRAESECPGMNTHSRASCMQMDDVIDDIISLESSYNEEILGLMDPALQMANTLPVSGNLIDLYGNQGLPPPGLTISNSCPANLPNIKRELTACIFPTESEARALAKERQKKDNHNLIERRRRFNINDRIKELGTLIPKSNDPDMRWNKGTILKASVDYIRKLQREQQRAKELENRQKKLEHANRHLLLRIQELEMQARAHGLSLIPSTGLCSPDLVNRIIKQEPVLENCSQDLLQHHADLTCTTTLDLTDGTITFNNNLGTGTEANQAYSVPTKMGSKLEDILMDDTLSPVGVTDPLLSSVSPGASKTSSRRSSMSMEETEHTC
FBW7 activator – human FBW7 E3 ligase activation, primary screen | 650,000 tested, 0.13% active | normalized activity (activation), % at 26.1 µM | AlphaScreen FBW7–phospho-cyclin E peptide binding, activator screen | Q969H0; in the data active means normalized activity above about 1.9%;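 further: purified mutant Fbw7 with reduced substrate affinity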
GPR151 activ – activates the human receptor GPR151. PathHunter beta-arrestin GPR151 cells, luminescence. activation, % at 11.2 µM. 650,000 tested, 1% active. AID 1508602; in the data active means activation above about 4.9%;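 further: 0% = median of compound wells and 100% = cells with positive control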
Target sequence (Q8TDV0 whole entry, looked up): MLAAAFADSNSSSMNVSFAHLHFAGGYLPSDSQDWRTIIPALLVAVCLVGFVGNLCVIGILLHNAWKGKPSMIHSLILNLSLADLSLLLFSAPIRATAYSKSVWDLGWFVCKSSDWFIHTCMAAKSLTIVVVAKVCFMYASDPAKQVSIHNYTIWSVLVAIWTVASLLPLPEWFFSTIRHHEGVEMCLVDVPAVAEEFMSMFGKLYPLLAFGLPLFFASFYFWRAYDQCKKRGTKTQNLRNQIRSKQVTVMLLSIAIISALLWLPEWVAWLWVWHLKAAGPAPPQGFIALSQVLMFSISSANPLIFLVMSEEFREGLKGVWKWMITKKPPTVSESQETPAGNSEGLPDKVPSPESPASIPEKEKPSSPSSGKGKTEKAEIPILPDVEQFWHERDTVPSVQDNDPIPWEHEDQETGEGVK
Numbers without * were called inactive; x = no result given.

1) CC[C@@H](Cn1nc(-c2cccs2)ccc1=O)NC(=O)Cc1n[nH]c(=O)c2ccccc12
2) O=[N+]([O-])c1ccccc1/C=C/CN1CCC(O)CC1
3) Nc1cccc2oc3ccccc3c12
4) CCOC(=O)CSc1nnc(NC(=O)C2CCCCC2)s1
5) Cc1noc(C)c1-c1cncc(C(=O)NCCOc2ccccc2)c1
6) Cc1cc(-c2nc3ccccc3s2)ccc1N
7) CC1(C2CCCCC2)Cc2ccccc2-c2nc(SCC(N)=O)n(Cc3ccccc3)c(=O)c21 (centres undefined)
8) CC(NC(=O)CSc1nnnn1C)c1ccccc1 (centres undefined)

Screen / compound no.,1,2,3,4,5,6,7,8
GPR151 activ,0.0,0.2,0.0,-1.1,-1.3,-7.6,2.8,-0.2
TEAD-YAP inh,0.5,-2.7,-37.8,1.6,-4.6,81.0*,-16.2,-6.0
MITF inh,-4.2,29.3,17.6,5.0,11.7,3.0,17.3,-8.8
FBW7 activator,-0.1,0.0,0.0,0.0,0.1,0.2,0.4,-0.1

9) CC1(C)CC(=O)C2=C(C1)N(c1ccccc1)C(=O)C2(NC(=O)c1cccnc1)C(F)(F)F (centres undefined)
10) COc1ccc(N2CCN(C(=O)c3ccc(OC)nc3OC)CC2)cc1
11) CCC(C)(C)NC(=O)CN(C(=O)c1snc(C(N)=O)c1N)c1cccc(C)c1
12) O=C(NCc1cccnc1)c1cccc(NC2CCN(Cc3ccccc3)CC2)n1
13) O=C(COc1ccccc1Cl)Nc1nc2ccccc2[nH]1
14) CC(NC(=O)/C=C/c1ccccc1)C1CC2CCC1C2 (centres undefined)
15) Cn1ccnc1SCc1cc(=O)c(OC(=O)c2ccccc2)co1
16) CCSc1ccc(-c2ccncc2)nn1

Screen / compound no.,9,10,11,12,13,14,15,16
GPR151 activ,-1.5,0.3,2.0,2.0,-2.0,0.7,3.0,-2.7
TEAD-YAP inh,0.4,-2.0,-2.8,-9.3,-29.2,-9.9,4.4,-17.8
MITF inh,-6.5,10.6,-1.8,10.7,13.4,-1.2,5.7,3.7
FBW7 activator,-0.3,0.1,-0.1,-0.2,0.3,-0.1,0.0,0.9

17) O=S(=O)(c1cccnc1)N1CC(c2nc(C3CC3)no2)C1
18) COCCC(=O)NC(C)c1nnc2n1CCN(CCCc1ccccc1)CC2 (centres undefined)
19) Cc1ccc2c(c1)cc1c(=O)n(CC(=O)NC3CCCCC3C)nc(C)n12 (centres undefined)
20) Cc1ccc(Oc2ccc(N(C)S(=O)(=O)c3ccc(F)cc3)cc2)nn1
21) O=c1c2sccc2nc(SCc2cccc([N+](=O)[O-])c2)n1-c1cccc(Cl)c1Cl
22) CC1Cc2ccccc2N1C(=O)COC(=O)c1ccccc1[N+](=O)[O-] (centres undefined)
23) Clc1ccc(COc2cccc3cccnc23)cn1
24) O=C(CN1CCCCC1)n1c2ccccc2c2ccccc21

Screen / compound no.,17,18,19,20,21,22,23,24
GPR151 activ,-0.5,-1.1,-1.1,0.2,0.4,0.6,-0.8,-0.4
TEAD-YAP inh,5.3,-2.6,-9.8,17.1,-18.4,1.6,-47.5,2.8
MITF inh,-11.4,15.1,3.0,4.8,5.5,-1.9,-23.0,-2.5
FBW7 activator,0.0,0.4,0.2,0.1,-0.2,-0.2,0.2,0.2

3 entries already listed, arranged by length of the SMILES, smallest number first:
23) Clc1ccc(COc2cccc3cccnc23)cn1
24) O=C(CN1CCCCC1)n1c2ccccc2c2ccccc21
20) Cc1ccc(Oc2ccc(N(C)S(=O)(=O)c3ccc(F)cc3)cc2)nn1

Screen / compound no.,23,24,20
GPR151 activ,-0.8,-0.4,0.2
TEAD-YAP inh,-47.5,2.8,17.1
MITF inh,-23.0,-2.5,4.8
FBW7 activator,0.2,0.2,0.1

(more compounds)
25) CC(=O)N1N=C(c2cccs2)CC1c1sccc1C (centres undefined)
26) CN(CCCNC(=O)c1ccc(N2CCCC2=O)cc1)Cc1ccccc1
27) COc1cc(OC)c(CNc2ccc(OC)c(OC)c2)cc1Br
28) Cc1cccc(Nc2nc(Nc3cccc(C)n3)c([N+](=O)[O-])cc2[N+](=O)[O-])n1
29) COc1cccc(/C=N\NC(=O)Cc2nnc(N)s2)c1O
30) O=C(Nc1ccccc1)N(Cc1cccs1)C1CCS(=O)(=O)C1 (centres undefined)
31) Cc1ccccc1Nc1nnc(-c2ccc(C)c(S(=O)(=O)N3CCOCC3)c2)c2ccccc12
32) O=c1oc2ccc(Cl)cc2cc1-c1csc(Nc2ccc(Oc3ccc(Cl)cc3)cc2)n1

Screen / compound no.,25,26,27,28,29,30,31,32
GPR151 activ,-1.1,-0.9,4.2,-0.8,-1.2,1.1,-0.4,-0.1
TEAD-YAP inh,-4.8,7.4,3.5,6.4,-9.0,-3.0,-8.5,-0.8
MITF inh,14.6,-14.7,14.1,5.3,6.2,17.2,-8.3,-8.2
FBW7 activator,0.1,-0.1,-0.1,1.4,-0.6,0.3,-0.2,0.0

Individual results from the results shown.
COc1cccc(/C=N\NC(=O)Cc2nnc(N)s2)c1O – FBW7 activator: -0.6
O=C(Nc1ccccc1)N(Cc1cccs1)C1CCS(=O)(=O)C1 (centres undefined) – MITF inh: 17.2
O=c1oc2ccc(Cl)cc2cc1-c1csc(Nc2ccc(Oc3ccc(Cl)cc3)cc2)n1 – TEAD-YAP inh: -0.8
Cc1cccc(Nc2nc(Nc3cccc(C)n3)c([N+](=O)[O-])cc2[N+](=O)[O-])n1 – TEAD-YAP inh: 6.4
Cc1ccccc1Nc1nnc(-c2ccc(C)c(S(=O)(=O)N3CCOCC3)c2)c2ccccc12 – MITF inh: -8.3
CN(CCCNC(=O)c1ccc(N2CCCC2=O)cc1)Cc1ccccc1 – TEAD-YAP inh: 7.4

(cont.)
33) CCn1cc([N+](=O)[O-])nc1C
34) COc1ccc(/C=C/C=C2/NC(=O)N(c3cccc(Cl)c3)C2=O)cc1
35) O=C(Nc1ccc(S(=O)(=O)N2CCCCC2c2cccnc2)cc1)c1ccc([N+](=O)[O-])cc1 (centres undefined)
36) COC(=O)c1c(NC(=O)COc2ccccc2C)sc(C)c1C
37) CS(=O)(=O)c1ccccc1C(=O)Nc1nc(-c2ccc3c(c2)OCCO3)cs1
38) O=C(COc1ccc(Cl)cc1Cl)Nc1ccc2c(c1)C(=O)NC2=O
39) CCC[C@@H]1NC(=O)[C@@H]2C[C@H](NC(=O)Nc3ccc(C)c(C)c3)CN2C1=O
40) O=C(NCc1ccccn1)c1cccc(Cl)c1Cl

Screen / compound no.,33,34,35,36,37,38,39,40
GPR151 activ,-1.0,-1.4,0.4,-0.2,0.1,0.0,-1.4,3.2
TEAD-YAP inh,1.0,-7.8,36.4*,6.6,10.2,-53.3,1.1,-12.9
MITF inh,-4.0,8.2,9.8,2.4,8.9,2.5,10.2,-3.9
FBW7 activator,0.0,0.1,-0.2,0.1,0.4,0.1,0.1,-0.4

41) COc1ccc(OCC(=O)N/N=C(C)/C=C/c2ccccc2)c(Br)c1
42) COc1ccc(CN2CCN(C3CCC(C)CC3)CC2)c(OC)c1OC (centres undefined)
43) CCOC(=O)COc1ccc2c(C)cc(=O)oc2c1C(=O)c1ccccc1
44) Cc1ccc(N(CCC(=O)NNC(=O)C2CCCCC2)S(=O)(=O)c2ccccc2)cc1
45) Cc1cc(Nc2ccc(Cl)cc2Cl)nc(-c2ccccc2O)n1
46) CC(C)CCNC(=O)CN(C(=O)Cn1nnc(-c2ccc(F)cc2)n1)C1CCCCC1
47) COc1cc(Nc2nc(-c3cccc(C(C)=O)c3)nc3c2ncn3Cc2ccc(C(F)(F)F)cc2)cc(OC)c1OC
48) COc1ccc(/C=C2\SC(N3CCN(Cc4ccccc4)CC3)=NC2=O)cc1

Screen / compound no.,41,42,43,44,45,46,47,48
GPR151 activ,-0.7,1.0,-1.0,-0.1,0.3,-1.1,1.5,0.5
TEAD-YAP inh,1.9,5.6,-14.2,3.2,-0.3,14.9,-3.9,10.3
MITF inh,11.2,63.1*,-12.7,-2.8,-2.2,10.0,-12.0,-1.4
FBW7 activator,0.2,0.0,-0.1,-0.1,-0.1,0.5,0.2,0.0

As a working copy, three of the compounds above:
41) COc1ccc(OCC(=O)N/N=C(C)/C=C/c2ccccc2)c(Br)c1
42) COc1ccc(CN2CCN(C3CCC(C)CC3)CC2)c(OC)c1OC (centres undefined)
43) CCOC(=O)COc1ccc2c(C)cc(=O)oc2c1C(=O)c1ccccc1

Screen / compound no.,41,42,43
GPR151 activ,-0.7,1.0,-1.0
TEAD-YAP inh,1.9,5.6,-14.2
MITF inh,11.2,63.1*,-12.7
FBW7 activator,0.2,0.0,-0.1

Further records follow:
49) CC(NC(=O)Nc1ccccc1C(F)(F)F)c1nc(-c2cccnc2)n[nH]1 (centres undefined)
50) C=CCOc1cc(Br)c(CO)cc1OC
51) COCCNC(=O)c1sc2ncn(Cc3cccc(F)c3)c(=O)c2c1C
52) CCN(CC)c1ccc(Nc2nc(-c3sc(N)nc3C)cs2)cc1
53) O=C(O)CC1SC(=O)N(Cc2ccccc2)C1=O (centres undefined)
54) Fc1ccc(-c2cnc3ccc(NCc4ccco4)nn23)cc1
55) O=C1N=C(c2ccccc2)S/C1=C/C=C\c1ccccc1
56) COc1cccc(CCN2CCC(C(=O)NC(=O)Nc3ccc(F)cc3F)CC2)c1

Screen / compound no.,49,50,51,52,53,54,55,56
GPR151 activ,0.0,-0.8,-0.8,1.1,-0.2,0.7,0.2,-0.2
TEAD-YAP inh,-1.6,-6.7,0.1,-18.5,-7.2,3.6,14.6,6.5
MITF inh,-11.9,12.3,8.2,15.9,8.9,15.3,13.2,-1.9
FBW7 activator,0.3,0.7,0.2,-0.4,0.1,0.7,0.2,-0.1

57) O=C(CSc1nc2ccccc2c(=O)n1Cc1ccco1)c1ccccc1
58) CC(C)C(C(=O)Nc1cccc([N+](=O)[O-])c1)N1C(=O)c2ccccc2C1=O (centres undefined)
59) COc1ccc(Cl)c2sc(N(CCCN(C)C)C(=O)c3cccs3)nc12
60) O=C(NCCS(=O)(=O)N1CCN(c2ncccn2)CC1)c1ccc(F)c(F)c1
61) COc1ccccc1C(=O)Nc1ccc(OCC(=O)Nc2ccc(C(N)=O)cc2)cc1
62) Cc1cc(C)n(CC(=O)NCCc2c[nH]c3ccccc23)n1
63) O=C(NCc1ccc2c(c1)OCO2)C(Cl)(Cl)Cl
64) CC(=O)N/C(=C\c1ccccc1)C(=O)Nc1ccc(Cl)cc1

Screen / compound no.,57,58,59,60,61,62,63,64
GPR151 activ,-1.1,1.0,1.9,3.0,0.9,2.1,-0.3,0.7
TEAD-YAP inh,6.5,5.1,6.1,7.5,-15.1,13.5,5.4,1.7
MITF inh,-1.1,7.4,-1.2,-1.6,1.1,8.2,15.0,-0.3
FBW7 activator,0.0,-0.1,-0.1,-0.1,0.0,-0.1,0.0,0.0

Compound profiles, from the list above:
COc1ccccc1C(=O)Nc1ccc(OCC(=O)Nc2ccc(C(N)=O)cc2)cc1 reads GPR151 activ: 0.9; TEAD-YAP inh: -15.1; MITF inh: 1.1; FBW7 activator: 0.0
O=C(CSc1nc2ccccc2c(=O)n1Cc1ccco1)c1ccccc1 reads GPR151 activ: -1.1; TEAD-YAP inh: 6.5; MITF inh: -1.1; FBW7 activator: 0.0
O=C(NCc1ccc2c(c1)OCO2)C(Cl)(Cl)Cl reads GPR151 activ: -0.3; TEAD-YAP inh: 5.4; MITF inh: 15.0; FBW7 activator: 0.0

Next structures follow:
65) COc1ccc(C2CCN(Cc3cccnc3)CC2)cc1
66) CC(Oc1ccccc1)c1nnc(SCC(=O)Nc2nc3ccccc3s2)n1C (centres undefined)
67) CCN(CC)S(=O)(=O)c1ccc(S(=O)(=O)Nc2ccccc2-c2ccc(C)o2)cc1
68) O=c1[nH]c(/C=C/c2ccc(Br)cc2)c([N+](=O)[O-])c(=O)[nH]1
69) COc1ccc(C(=O)N2CCN(C(=O)c3ccc(-c4ccccc4)cc3)CC2)cc1OC
70) CC(=O)Oc1cccc(NC(=O)c2cccc(C(=O)Nc3cccc(OC(C)=O)c3)c2)c1
71) NC(=O)C1CCN(C(=O)c2ccc3c(=O)n(C4CCCCC4)c(SCc4ccc(Cl)cc4)nc3c2)CC1
72) COc1ccc(OC)c(C(=O)NC(C)c2cnn(-c3ccccc3C)c2C)c1 (centres undefined)

Screen / compound no.,65,66,67,68,69,70,71,72
GPR151 activ,0.1,1.2,-0.6,1.0,-2.0,-1.0,1.6,-0.1
TEAD-YAP inh,2.0,-11.0,8.6,4.2,-3.2,8.7,8.6,-11.1
MITF inh,64.0*,9.3,1.0,-25.8,-1.9,-5.2,-2.2,0.3
FBW7 activator,0.2,1.1,-0.1,-0.1,0.1,-0.1,0.0,0.0

73) COc1ccc2c(CC(=O)Nc3sc4c(c3C(N)=O)CCCC4)coc2c1
74) COc1ccc2nc(N3CCCC(C(=O)NCCCN4CCCC(C)C4)C3)sc2c1 (centres undefined)
75) CCc1c(C)sc(NC(=O)c2ccc(Cl)cc2)c1C(N)=O
76) Cc1c(NC(=O)C2CCCN2S(=O)(=O)c2cccc3nsnc23)cccc1C(=O)O (centres undefined)
77) CCCCNC(=O)CSCc1nc(-c2ccc(SC)cc2)oc1C
78) CCc1cccc(CC)c1N1C(=O)c2ccccc2C1=O
79) CCCCC[C@H](O)/C=C/[C@H]1[C@H](O)CC(=O)[C@@H]1CCCCC(=O)O

Screen / compound no.,73,74,75,76,77,78,79
GPR151 activ,-0.8,-0.2,0.0,-1.1,-0.5,2.3,-3.2
TEAD-YAP inh,-1.6,-18.1,-93.2,5.6,-4.9,-0.8,x
MITF inh,1.3,-0.9,-9.0,9.9,15.7,-12.7,12.4
FBW7 activator,-0.1,-0.2,-0.1,0.7,0.0,0.3,x
